GLS inhibitor = qHTS for Inhibitors of Glutaminase (GLS). Glutaminase kidney isoform, mitochondrial (Homo sapiens), O94925. GLS enzymatic activity, qHTS titration. Potency, µM (top dose mostly 45.5 µM), without a hit: at the highest dose activity change, negative = inhibition, actives largely listed as inhibitors. 410,000 tested, 0.21% active. AID 624170, 2012; note: % is set by controls: 0 for no effect and ±100 for the full control effect
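Two-point fluorescence kinetic (t0, 30 min RT) for hKGA; glutamate detected via glutamate oxidase–HRP–Amplex Red. Substrate: 1 mM L-glutamine solution; buffer 45 mM KH2PO4, pH 8.2.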
JMJD2A Tudor inh = qHTS Assay for Inhibitors of JMJD2A-Tudor Domain; AlphaScreen JMJD2A-Tudor / H3K4me3 peptide binding; Lysine-specific demethylase 4A (Homo sapiens), O75164; Potency, µM (doses to about 114 µM), for the others: top-dose activity change, negative = inhibition, usual class: inhibitors; 390,000 tested, 4.4% active; AID 504339, 2011; note: % is set by controls: 0 for no effect and ±100 for the full control effect; nearly all actives have a fitted effect of over 50% in size
HP1b chromo inh = HTS for Inhibitors of HP1-beta Chromodomain Interactions with Methylated Histone Tails; 390,000 tested, 0.56% active; AlphaScreen HP1-beta / biotin-H3K9me3 peptide binding; Chromobox protein homolog 1 (Homo sapiens), P83916; Potency, µM (highest dose often 114 µM), without a hit: at the highest dose activity change, negative = inhibition, hits mostly inhibitors; note: nearly all actives have a fitted effect of over 70% in size; inactives centre near 23
Target sequence (P83916 whole entry, looked up): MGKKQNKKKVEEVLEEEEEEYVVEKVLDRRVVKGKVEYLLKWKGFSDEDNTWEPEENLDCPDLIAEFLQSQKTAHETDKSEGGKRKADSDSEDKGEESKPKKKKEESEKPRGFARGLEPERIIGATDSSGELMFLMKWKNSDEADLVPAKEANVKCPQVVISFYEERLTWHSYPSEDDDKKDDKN
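HP1-beta protein (50 nM final) preincubated 30 min at room temperature with biotinylated H3(1-18)K9me3 peptide (50 nM) in PBS pH 7.4, 0.01% Tween-20, then compound added for 30 min. AlphaScreen streptavidin donor/nickel chelate acceptor beads (10 ug/mL final), 30 min dark, luminescence read.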
RGS4 inhibitor = Inhibitors of Regulator of G Protein Signaling (RGS) 4: qHTS | Regulator of G-protein signaling 4 (Homo sapiens), P49798 | Transcreener GDP fluorescence polarization, RGS4-accelerated GTP hydrolysis | Potency, µM (highest dose often 114 µM), inactives show at the top dose activity change, negative = inhibition, most hits filed as inhibitors | 390,000 tested, 0.039% active | AID 504845, 2011; note: % is set by controls: 0 for no effect and ±100 for the full control effect; nearly all actives have a fitted effect of over 75% in size; some results filed as inactive show a strong effect at the top dose
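MLSMR compounds (23 nl, pin-transferred) preincubated 10 min at room temperature with a 500nM (2x) first reagent, then RGS4 at 900nM (2x) plus Transcreener GDP mix added; fluorescence polarization (620/688 nm) read before and after 90 min at 30 °C.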
ERG Ets-DNA blk = qHTS for Small Molecule Inhibitors of the ERG Ets/DNA interaction; Transcriptional regulator ERG (Homo sapiens), P11308; fluorescence polarization, His-ERG Ets domain / labelled DNA; Potency, µM (series often up to 76.9 µM), without a hit: at the top dose FP activity, negative = inhibition, hits mostly inhibitors; 370,000 tested, 0.028% active; active = well fitted inhibition curve with a large enough effect in the polarisation, with a control signal flat; inconclusive = small, poorly fitted or top-dose-only effect, or effect the other way, or a change in a side signal; inactive = no such curve, though single readings can be large or run the other way; the % refers to the polarisation;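 note: polarization taken with two DNA probes labelled with fluorescein and Texas red; % of control where 0% means no effect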
Target sequence (P11308 whole entry, looked up, the tested form may be a part): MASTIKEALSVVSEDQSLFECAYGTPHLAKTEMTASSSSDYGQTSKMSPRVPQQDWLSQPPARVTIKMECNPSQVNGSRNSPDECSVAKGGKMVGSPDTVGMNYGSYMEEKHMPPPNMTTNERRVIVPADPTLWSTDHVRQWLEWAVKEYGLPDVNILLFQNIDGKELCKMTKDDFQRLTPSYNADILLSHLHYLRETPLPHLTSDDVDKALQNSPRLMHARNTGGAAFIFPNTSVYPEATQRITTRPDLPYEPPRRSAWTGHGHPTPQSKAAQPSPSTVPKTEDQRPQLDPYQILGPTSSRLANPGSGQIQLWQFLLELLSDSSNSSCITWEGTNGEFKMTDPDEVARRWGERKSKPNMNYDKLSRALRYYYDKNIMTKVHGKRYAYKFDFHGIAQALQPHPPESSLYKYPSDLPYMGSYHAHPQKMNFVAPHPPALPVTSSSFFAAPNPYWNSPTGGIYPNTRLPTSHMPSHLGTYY
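His-tagged ERG Ets domain (1 uM in the protein solution; 300mM KCl, 50mM Tris-HCl, 1mM EDTA, 1mM DTT, pH 7.5) received compound, then a probe mix of 5 nM fluorescein-DNA and 100nM Texas-615-DNA. Fluorescence polarization was read for both dyes.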
PGK inhibitor = qHTS Assay to Find Inhibitors of Phosphoglycerate Kinase. Phosphoglycerate kinase, glycosomal (Trypanosoma brucei brucei), P07378. 380,000 tested, 0.043% active. PGK/GAPDH coupled, Kinase-Glo luminescence, 60 min. Potency, µM (doses to about 57.5 µM), for the others: at the highest dose activity change, negative = inhibition, usual class: inhibitors; note: % is set by controls: 0 for no effect and ±100 for the full control effect; nearly all actives have a fitted effect of over 60% in size
Target sequence (P07378 whole entry, looked up): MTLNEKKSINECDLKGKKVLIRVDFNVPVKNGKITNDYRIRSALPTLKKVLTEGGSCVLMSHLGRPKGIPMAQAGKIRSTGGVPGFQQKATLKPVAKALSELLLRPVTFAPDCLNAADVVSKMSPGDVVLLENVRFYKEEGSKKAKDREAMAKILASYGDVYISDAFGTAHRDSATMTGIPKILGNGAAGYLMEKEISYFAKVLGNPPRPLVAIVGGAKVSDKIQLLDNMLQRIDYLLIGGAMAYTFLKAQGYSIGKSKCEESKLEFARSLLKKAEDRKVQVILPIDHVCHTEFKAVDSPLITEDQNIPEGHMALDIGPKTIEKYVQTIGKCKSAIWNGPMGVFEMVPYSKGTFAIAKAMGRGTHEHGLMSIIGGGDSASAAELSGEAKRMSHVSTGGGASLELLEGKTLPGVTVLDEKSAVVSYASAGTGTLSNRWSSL
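Recombinant glycosomal PGK reaction used 1,3-bisphosphoglycerate generated in-well by GAPDH (100nM final) in 100mM TEA pH 7.6, 5mM MgCl2, 0.01% Tween-20. After 60 minutes at room temperature, ATP was read by Kinase-Glo Plus luminescence end-point.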
ALOX12 inh = Primary qHTS assay for inhibitors of human arachidonate 12S-lipoxygenase (ALOX12): Round 2. Polyunsaturated fatty acid lipoxygenase ALOX12 (Homo sapiens), P18054. purified 12hLO, xylenol orange hydroperoxide absorbance. Potency, µM (titrated, usually from 108 µM), inactives show at the top dose activity change, negative = inhibition, actives largely listed as inhibitors. 580,000 tested, 1.1% active; note: % is set by controls: 0 for no effect and ±100 for the full control effect
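Hydroperoxide product was detected by ferrous iron/xylenol orange as the 573 to 405 nm absorbance ratio. Arachidonic acid at 40 uM (final) was turned over for 30 min at room temperature by 150 nM human 12hLO, pH 7.0 Hepes buffer, after 15 min compound preincubation.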
Pin1 inh = qHTS Assay to Find Inhibitors of Pin1. AID 504891, 2011. Potency, µM (top dose mostly 115 µM), for inactives: at the top dose activity, negative = inhibition, most hits filed as inhibitors. Peptidyl-prolyl cis-trans isomerase NIMA-interacting 1 (Homo sapiens), Q13526. Pin1 FP peptide displacement, HiFluor488, 10 min. 390,000 tested, 0.009% active; active = well fitted inhibition curve with a large enough effect in the polarisation, with a control signal flat, not every such curve was filed as active; inconclusive = small, poorly fitted or top-dose-only effect, or effect the other way, or a change in a side signal; inactive = no such curve, though single readings can be large or run the other way; the % refers to the polarisation; note: % is set by controls: 0 for no effect and ±100 for the full control effect
TrxR1 inh = qHTS Assay for Inhibitors of Mammalian Selenoprotein Thioredoxin Reductase 1 (TrxR1): qHTS; Thioredoxin reductase 1, cytoplasmic (Rattus norvegicus), O89049; recombinant rTrxR1, NADPH fluorescence consumption, selenite substrate; Potency, µM (titrated, usually from 114 µM), without a hit: at the highest dose activity change, negative = inhibition, hits mostly inhibitors; 390,000 tested, 1% active; AID 588453, 2011; note: % is set by controls: 0 for no effect and ±100 for the full control effect; nearly all actives have a fitted effect of over 65% in size
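Rat TrxR1 (90 nM in the dispensed reagent) was pre-reduced with 400 uM NADPH for 5 min at room temperature, then incubated with compound for 15 min. After 400 uM selenite was added, NADPH fluorescence (Ex 340/Em 450 nm) was followed for 8 min.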
The depositor's hits bear a star; i = inactive; ? = inconclusive; . = no result given; [ ] = remark or other dose. Unless noted, calls come from the whole dose curve; as a rule, active = well fitted curve in the direction sought with a large enough effect; inconclusive = small, poorly fitted or top-dose-only effect, or another doubt; inactive = no such curve, though single readings can be large; an effect the other way counts as inactive or inconclusive. Potency is the fitted concentration of half-maximal effect. Not all compounds are listed; the hit share may differ from the screen's.

SMILES	GLS inhibitor	JMJD2A Tudor inh	HP1b chromo inh	RGS4 inhibitor	ERG Ets-DNA blk	PGK inhibitor	ALOX12 inh	Pin1 inh	TrxR1 inh
O=C(Cc1ccccc1)Nc1c(C(=O)N2CCN(c3ccc(F)cc3)CC2)oc2ccccc12	1%	-21%	-6%	-8%	-4%	-10%	-29%	-3%	19%
O=C(Nc1ccccc1Oc1cccnc1)C1CCCN(Cc2cccc(Cl)c2)C1 (stereo not given)	-4%	-13%	19%	-6%	6%	i	?	1%	22%
CCOC(=O)c1nn(-c2ccc(Cl)cc2)cc1O	5%	1%	65%[activator]	-13%[56.9 µM]	-12%	-8%	-18%	-15%	21%[57.1 µM]
O=C(O)CSCC(=O)NCc1csc2ccc(Cl)cc12	-10%	-8%	34%	2%	9%	-8%	22%	-2%	6%[57.1 µM]
Cc1cc(Cl)ccc1OCC(=O)NCCCCc1ccccc1	-5%	138%[activator]	221%[activator]	-22%	1%	-2%	-29%	0%	-10%
Cc1nc2ccc(NC(=O)c3cccs3)cc2s1	2%	-8%	52%[activator]	-4%	0%	i	447%[activator]	-2%	18%
Cc1ccsc1-c1nc(CN(C)C(C2CC2)C2CC2)c(C)o1	7%	-31%	22%	30%	-5%	11%	4%	13%	4%[57.1 µM]
O=C(Nc1cc2c(cc1Br)OCCO2)c1cccs1	1%	-3%	59%	11%	0%	-7%	30%	4%	11%[57.1 µM]
CC(C)(C)C(=O)Nc1nnc(SCC(=O)NCc2cccs2)s1	-9%	-5%[57.1 µM]	59%[activator]	-1%[56.9 µM]	-7%	-6%	14%	5%	12%
CCOc1ccccc1N1CCN(C(=O)c2cc3c(C)cc(C)cc3[nH]2)CC1	6%	?	-4%	19%	13%	1%	?	5%	32%
COc1cc(OC)cc(C(=O)Nc2cccc(N3CCCC3)c2)c1	10%	50µM*	-17%	4%	.	.	-29%[57.4 µM]	-1%	7%
Cc1c(C)[n+](=O)c(-c2ccco2)c(C)n1[O-]	-2%	-1%	16%	23%	2%	7%	2%	-1%	-12%[57.1 µM]
Cc1ccc(C(=O)Nc2ccc(S(=O)(=O)N3CCOCC3)cc2)cc1C	-2%	-13%	14%	27%	11%	-2%	18%	-1%	39%[activator]
O=C(NCCc1ccccc1)C1CCN(c2ncnc3c2nc2n3CCCCC2)CC1	2%	11%	32%	8%	-5%	-3%	-25%	-8%	13%
COC(=O)c1cc(NC(=O)CCc2c(C)nc3c4c(C)cc(C)nc4nn3c2C)cc(C(=O)OC)c1	-7%	-13%	13%	-18%	5%	-4%	3%	1%	12%
Cc1[nH]n(-c2ccccc2)c(=O)c1C(c1ccc(C(=O)O)cc1)c1c(C)[nH]n(-c2ccccc2)c1=O	-7%	-29%	-1%	?	-3%	-3%	-3%	?	-31%
COc1ccc(CNC(=O)CCNS(=O)(=O)c2cc(Br)cnc2N)cc1	?	?	24%	-84%[56.9 µM]	0%	-4%	.	-6%	-9%
Nc1cc(N)nc(SCC(=O)NCCC2=CCCCC2)n1	9%	-22%	3%	11%	1%	i	-10%	1%	-7%
CCCCOc1[nH]c2nc(-c3ccco3)n(Cc3ccco3)c(=N)c2c1C#N	-1%	?	-2%	-32%	9%	-5%	21%	?	-19%
O=c1cccccc1NN=C1CCCCCC1	3%	-6%	13%	4%	4%	-1%	2%	-2%	3%[57.1 µM]
O=C(N/N=C/c1ccc(F)c(F)c1)c1cccc(S(=O)(=O)N2CCCCC2)c1	15%	-8%	35%	-10%	-1%	5%	6%	-9%	4%
COc1ccc(C2C3=C(CCCC3=O)Nc3nc(SCc4ccccc4)nn32)cc1OC (stereo not given)	13%	1%	36%	-8%	-1%	3%	?	?	3%
CCOC(=O)c1ccc(NC(=O)CCc2ccc(CC)o2)cc1	-7%	-26%	8%	?	-2%	-10%	?	5%	?
O=C(Nc1ccc(Cl)cc1C(=O)NCc1cccnc1)c1ccc(Cl)cc1Cl	0%	-24%	44%[activator]	18%	9%	-8%	17%	2%	10%
Cc1nn(C)c(Cl)c1CN1CCN(C2CCCC2)C(CCO)C1 (stereo not given)	5%	-9%	25%	4%	-3%	-3%	6%	4%	10%

Some of the entries above, reformatted.
Every second line gives: GLS inhibitor	JMJD2A Tudor inh	HP1b chromo inh	RGS4 inhibitor	ERG Ets-DNA blk	PGK inhibitor	ALOX12 inh	Pin1 inh	TrxR1 inh
> CC(C)(C)C(=O)Nc1nnc(SCC(=O)NCc2cccs2)s1
  -9%	-5%[57.1 µM]	59%[activator]	-1%[56.9 µM]	-7%	-6%	14%	5%	12%
> CCOc1ccccc1N1CCN(C(=O)c2cc3c(C)cc(C)cc3[nH]2)CC1
  6%	?	-4%	19%	13%	1%	?	5%	32%
> COc1cc(OC)cc(C(=O)Nc2cccc(N3CCCC3)c2)c1
  10%	50µM*	-17%	4%	.	.	-29%[57.4 µM]	-1%	7%

The list continues:
SMILES	GLS inhibitor	JMJD2A Tudor inh	HP1b chromo inh	RGS4 inhibitor	ERG Ets-DNA blk	PGK inhibitor	ALOX12 inh	Pin1 inh	TrxR1 inh
CCOc1nc2cnccc2n(CC(=O)Nc2cccc(C)c2C)c1=O	-9%	-1%	38%[activator]	24%	-13%	-4%	2%	1%	30%
CCn1cnnc1SCC(=O)c1c(N)n(C2CC2)c(=O)[nH]c1=O	3%	-9%	30%	-22%	2%	i	-23%	2%	13%
COc1cc(C(=O)NNC(=O)CN2C(=O)NC(C)(c3ccc(C)cc3)C2=O)cc(OC)c1OC (stereo not given)	28%	-8%	38%[activator]	-19%	21%	0%	-2%	-2%	-15%
Cc1cccc(OCC(=O)NNC(=O)CCN2CCN(c3ccccc3)CC2)c1C	5%	-10%	10%[57 µM]	34%	-10%	-1%	0%	0%	-9%[2.29 µM]
O=C(Cn1cnc2cc([N+](=O)[O-])ccc2c1=O)Nc1ccccc1-c1ccccc1	1%	?	13%	10%	0%	5%	20%	11%	-9%
COc1cc(OC)cc(C(=O)Nc2c(C)nn(-c3ccccc3)c2C)c1	-1%	?	11%	16%	-6%	-8%	-18%	-4%	18%
CCOC(=O)c1ccc(CN(Cc2ccc(C)cc2)S(=O)(=O)c2ccc(NC(C)=O)cc2)cc1	8%	-17%	16%	11%	1%	3%	4%	9%	12%[57.1 µM]
CCN(CC)S(=O)(=O)c1csc(C(=O)NC2CCCCC2)c1	0%	-11%	28%	-14%	2%	-1%	-4%	-10%	7%[57.1 µM]
Cc1c(C(=O)Nc2ccc3c(c2)OCO3)sc2nc(-c3ccccc3)cn12	0%	-7%	16%	3%	6%	.	3%	4%	-27%
Cn1nnnc1SCC(=O)Nc1ccc(Cl)cn1	-1%	-14%	36%	4%	-4%	i	0%	2%	11%
Cc1cccc(-c2ncc(CN3CCCC(CO)(Cc4cccc(Cl)c4)C3)cn2)c1 (stereo not given)	-2%	-8%	48%[activator]	14%	6%	3%	-6%	32%[activator]	2%
Cc1ccc(NC(=O)c2ncn(CCCN3CCN(Cc4cccc5ccccc45)CC3)n2)cc1C	8%	50µM*	?	-18%	0%	7%	-57%	?	-11%
Cc1ccc(NC(=O)COC(=O)c2cccc3c2C(=O)c2ccccc2C3=O)c(C)c1	3%	?	-27%	-1%	-2%	-4%	5%	-3%	-4%
Nc1c(N(CCCO)C(=O)C2CCCCC2)c(=O)[nH]c(=O)n1Cc1ccccc1	0%	-20%	15%	4%	1%	i	-1%	1%	16%
CCCc1cc(-c2n[nH]c(=S)n2C(C)c2ccccc2)cs1 (stereo not given)	?	-31%	-4%	-17%	-5%	-5%	?	0%	8%[57.1 µM]
Cc1cc(Cl)ccc1OCC(=O)NCCCn1ccnc1	8%	0%	16%	7%	-6%	i	0%	-1%	11%[57.1 µM]
CCOC(=O)N1CCC(N2CCCC(C(=O)c3cc(C)c(OC)c(C)c3)C2)CC1 (stereo not given)	7%	1%	27%	6%	-8%	1%	?	1%	-6%
CC(C)CC(NC(=O)OC(C)(C)C)c1cn([C@@H](CCCCNC(=O)OC(C)(C)C)C(=O)N2CCN(C(=O)OC(C)(C)C)CC2)nn1 (stereo not given in full)	1%	-12%	24%	-8%	-20%	-4%	0%	?	-8%[57.1 µM]
Cc1ccc(OCC(O)CNS(=O)(=O)c2ccccc2C(=O)N2CCCCC2)cc1 (stereo not given)	10%	?	17%	35%	-14%	3%	-7%	2%	3%
Cc1ccc(Cc2cc(-c3ccc(C)cc3)n[nH]c2=O)cc1	0%	-30%	34%	-15%	6%	-5%	107%[activator]	-2%	25%[57.1 µM]
O=C(Nc1cccc(F)c1)NC1CC2CCCC(C1)N2C1CC1 (stereo not given)	32%[activator]	-14%	21%	-37%	-2%	-4%	0%	-3%	-9%

Source: PubChem (National Center for Advancing Translational Sciences (NCATS))
